# FXIIa inh 1536: inhibitors of human coagulation factor XIIa; purified FXIIa, Boc-QGR-AMC fluorogenic substrate, 2 h; inhibition, % at 5 µM; actives 0.3% (n = 220,000); in the data active = inhibition above about 40%;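 note: 0% = enzyme with no compound and 100% = blank without enzyme; many of its hits are not listed in these tables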
# Hck Nef HTS: human Hck-Nef kinase inhibition | Recombinant Hck-YEEI plus Nef, Z-Lyte FRET kinase assay | P08631 | actives 0.68% (n = 220,000) | inhibition, % at 20 µM;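 active = Hck-Nef kinase inhibition above about 50%, limit read from the data; inactive = inhibition below that limit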;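 note: 0% = DMSO with Hck plus Nef and 100% = Hck alone without Nef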
# FXIa inh: inhibitors of human coagulation factor XIa; P03951; purified FXIa, Boc-Glu-Ala-Arg-AMC fluorogenic substrate; inhibition, % at 5 µM; actives 0.14% (n = 220,000); AID 798;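 active = inhibition of at least 40%; inactive = inhibition below 40%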;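 note: fluorescence of freed AMC excited at 355 nm; 0% = enzyme without compound and 100% = no enzyme blank; many of its hits are not listed in these tables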
# Target sequence (P03951 19-387 limits assumed): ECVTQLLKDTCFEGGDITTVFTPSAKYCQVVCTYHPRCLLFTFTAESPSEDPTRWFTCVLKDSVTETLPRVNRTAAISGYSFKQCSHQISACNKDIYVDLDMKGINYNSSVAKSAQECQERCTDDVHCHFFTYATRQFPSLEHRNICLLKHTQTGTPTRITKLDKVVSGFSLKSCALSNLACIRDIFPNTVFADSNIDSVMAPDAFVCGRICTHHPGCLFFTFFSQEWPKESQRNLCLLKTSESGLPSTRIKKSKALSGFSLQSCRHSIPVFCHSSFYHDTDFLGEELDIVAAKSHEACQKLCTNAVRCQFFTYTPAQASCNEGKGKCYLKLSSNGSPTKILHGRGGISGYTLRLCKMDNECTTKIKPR
# Target sequence (P03951 388-625 limits assumed): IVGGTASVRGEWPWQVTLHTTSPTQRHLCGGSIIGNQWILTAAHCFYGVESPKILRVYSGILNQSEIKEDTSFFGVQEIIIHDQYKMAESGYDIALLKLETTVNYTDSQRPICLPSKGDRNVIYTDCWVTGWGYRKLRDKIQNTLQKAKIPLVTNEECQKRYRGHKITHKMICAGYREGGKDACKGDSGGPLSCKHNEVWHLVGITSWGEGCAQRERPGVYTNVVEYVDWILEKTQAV
# 14-3-3 Bad inh: disrupts binding of bovine 14-3-3 zeta to phospho-Bad peptide | inhibition, % at 21.7 µM | P63103 | TR-FRET 14-3-3zeta/Dy647-pBad peptide displacement, 1 h | AID 781 | actives 0.71% (n = 220,000);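 active = inhibition above about 70%, limit read from the data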;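 note: 0% = full 14-3-3 plus peptide FRET controls and 100% = background without 14-3-3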
# Target sequence (P63103 whole entry, looked up): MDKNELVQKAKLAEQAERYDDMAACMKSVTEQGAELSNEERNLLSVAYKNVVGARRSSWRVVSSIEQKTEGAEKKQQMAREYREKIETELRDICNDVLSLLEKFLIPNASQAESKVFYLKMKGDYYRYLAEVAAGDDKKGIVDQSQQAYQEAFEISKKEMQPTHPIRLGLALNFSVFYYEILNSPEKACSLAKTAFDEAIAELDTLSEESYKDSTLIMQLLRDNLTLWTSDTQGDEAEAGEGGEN
# Wee1 stabilizer: blocks degradation of human Wee1 kinase; AID 1321; HeLa Luc-Wee1K328M stability, luciferase luminescence; 100% = proteasome inhibitor MG132 effect; reporter increase, % at 5 µM; actives 1.2% (n = 220,000); P30291;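 active = activation above the mean of all tested compounds plus 3 SD, set per screening run, cut at about 8.8% in these data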;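 note: cells exposed to compound for 20 h before luminescence read; 0% = DMSO alone and 100% = MG132 at 30 µM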
# Runt-SMMHC FRET: blocks binding of human RUNX1 Runt domain to CBFb-SMMHC | Cerulean-Runt/Venus-CBFb-SMMHC FRET ratio 530/480, 1 h | inhibition, % at 20 µM | actives 0.74% (n = 220,000) | AID 1434;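 active = mean inhibition across duplicate retests at 20 µM reaching about 50%, limit read from the data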;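 note: 0% = DMSO wells and 100% = wells with excess untagged CBFb-SMMHC; inhibitors lower the FRET ratio by blocking Runt binding to CBFb-SMMHC; some results filed as inactive read as strong as hits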
# Runt-CBFb FRET: Runt domain-CBFb interaction inhibition; Q01196+Q13951; inhibition, % at 20 µM; actives 0.46% (n = 220,000); Cerulean-Runt/Venus-CBFb FRET ratio 530/480, 1 h;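 active = inhibition over about 50% at 20 µM in the single-dose screen, limit read from the data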;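 note: 0% = DMSO wells and 100% = excess unlabeled CBFb competitor control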
#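 Doses: 20 µM compound in 1% DMSO | Material: Cerulean-labeled Runt domain protein | Amount: Each fluorescent fusion protein 100 nM | Schedule: Two 1 h room-temperature incubations shielded from light | Measured by: FRET fluorescence | Evaluation: Loss of energy transfer signal | Controls: Unlabeled CBFb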
# thrombin 1536: thrombin (human) inhibition; P00734; alpha-thrombin, Boc-VPR-AMC fluorogenic substrate cleavage; inhibition, % at 5 µM; actives 0.26% (n = 220,000); AID 1046;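 active = inhibition at or above 40%; inactive = inhibition below 40%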;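 note: 0% = enzyme with no compound and 100% = wells without enzyme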
#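 Material: human alpha-thrombin protein; Also added: Boc-VPR-AMC substrate, 15 µM final; Timing: enzyme reaction carried out at room temperature; Signal: fluorescence, ex 355 nm, em 460 nm; Measure: % inhibition of thrombin; Controls: enzyme without compound as high, wells lacking enzyme as low.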
# hK5 inh: inhibitors of human kallikrein 5 | Q9Y337 | recombinant hK5, fluorogenic AMC substrate cleavage | inhibition, % at 5 µM | actives 0.59% (n = 210,000) | AID 873;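 active = inhibition of 40% or more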;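 note: 0% = enzyme controls without compound and 100% = no-enzyme blanks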
# The depositor's hits bear a star; x = not tested or not shown; [ ] = remark or other dose. An unsorted share of the library; overall some 4.2% were active at least once.
SMILES,FXIIa inh 1536,Hck Nef HTS,FXIa inh,14-3-3 Bad inh,Wee1 stabilizer,Runt-SMMHC FRET,Runt-CBFb FRET,thrombin 1536,hK5 inh
CC1(C)CC(=O)C(C=NCC2CCN(C(=S)Nc3cccc(Cl)c3)CC2)=C(O)C1,12.6,3.7,0.5,-6.5,-0.8,-1.3,-0.8,-1.2,x
O=C(CCN1CCOCC1)Nc1ccc2c(c1)N(C(=O)CN1CCOCC1)c1ccccc1CC2,-0.5,2.6,-4.8,36.9[fluorescence artefact?],0.8,1.7,0.8,-4.4,-34.4
COc1cccc(NC(=O)CN(C)CC(=O)Nc2ccccc2-c2ccccc2)c1,3.2,20.1,2.8,-1.6,-0.8,4.9,-0.2,-4.8,-0.3
CC(=O)NCCn1c(SCC(=O)NC2CCCCC2)nc2ccccc2c1=O,2.4,0.4,-5.5,-7.9,1.2,0.2,0.6,1.3,-25.4
C=CCOc1ccc(C2CC(C)=NN2c2ccccc2)cc1 (centres undefined),14.0,7.3,8.2,-1.4[fluorescence artefact?],2.0,0.5,-1.8,-5.7,-10.2
CCCSc1nc2c(c(=O)n(C)c(=O)n2C)n1C,-1.3,11.9,-0.5,-3.3,1.9,-3.5,0.9,-1.8,-2.5
O=C(C1=C[C@H](C2CCCCC2)C[C@H](OCc2ccc(CO)cc2)O1)N1CCOCC1,11.9,7.4,4.1,-2.5,2.9,-3.3,-0.9,2.2,6.9
FC(F)(F)c1ccc(Cl)c(NC(=S)N/N=C/c2ccccc2Cl)c1,7.3,11.2,3.9,-3.2,0.6,-2.1,0.4,-2.2,-1.7
O=C(O)C1CCCCC1C(=O)NCc1ccc(F)cc1 (centres undefined),16.6,1.4,3.6,-1.8[fluorescence artefact?],-3.0,-1.7,6.6,1.1,-1.1
Cc1noc(C)c1COc1ccc(CC(=O)NCCc2ccccc2)cc1,10.1,8.8,2.5,1.9,-0.8,-0.3,-2.1,-0.5,3.9
O=C(NNC1=NCCC1)c1cccc(S(=O)(=O)N2CCCCC2)c1,13.6,0.0,7.6,0.3,1.2,-0.7,1.3,-6.2,15.0
COc1cc(NC(=O)c2ccco2)c(OC)cc1NC(=O)CSc1ncc(-c2ccc(F)cc2)[nH]1,4.7,-0.6,6.7,-5.0[fluorescence artefact?],-0.9,-1.8,-4.5,-7.5,-20.8
Cc1nc(NC(C)c2ccccc2)sc1C(=O)Nc1ccccc1 (centres undefined),2.0,9.6,5.8,-6.2,1.1,-0.3,-1.9,-0.5,-19.8
CCOC(=O)c1sc(SC)c(C(C)=O)c1C,11.6,-17.3,-6.3,-4.3,3.8,1.0,0.1,-0.9,-22.0
COC(=O)c1ccc(/C=N/Nc2nc(-c3ccc(C)cc3)cs2)cc1,-0.8,1.9,-4.0,4.6,-0.8,-97.6,-3.9,-7.6,1.5
O=C1N=c2ccccc2=C1c1sc(NS(=O)(=O)c2ccccc2)nc1O,7.5,24.8,-0.1,-6.0,-1.2,-5.4,-0.2,-11.5,8.5
O=c1cc([O-])[n+]2c3n1CCCN3CCC2,-1.2,1.3,-2.8,-10.4[fluorescence artefact?],2.6,-1.1,-0.1,-7.9,-16.0
O=C1CC(c2ccc(F)cc2)Cc2nc(NCc3ccco3)ncc21 (centres undefined),9.6,1.1,-3.7,-6.4[fluorescence artefact?],-1.1,-2.0,0.5,1.3,-0.6
C=CCOC(=O)C1=C[C@H](c2ccc(C(F)(F)F)cc2)[C@@H](CCCO)[C@H](OCC)O1,12.9,1.1,4.0,11.8,-1.2,-21.6,-11.1,2.4,3.6
COc1ccc(C(=O)Nc2sc(C(=O)N(C)C)c(C)c2C#N)cc1[N+](=O)[O-],9.4,2.5,10.2,1.1[fluorescence artefact?],-0.7,5.1,0.2,-1.4,-4.4
Cc1cn2c(N)c(C=C3C=C(Cl)C(=O)C(Cl)=C3)c(=O)nc2s1,2.5,17.0,-2.1,-4.6,-3.3,91.1,8.6,-1.5,-8.9
CC(=O)c1cccc(NC(=O)C(CC(C)C)NC(=O)C2CCCCC2)c1 (centres undefined),3.9,-21.1,-2.8,-7.1,-1.7,-7.3,-3.0,-1.5,-5.0
O=C(Cn1nnc2ccccc2c1=O)NCc1ccco1,16.8,2.4,10.8,-8.7[fluorescence artefact?],0.0,3.9,-39.1,2.7,-8.7
CC1Cc2ccccc2N1C(=S)NC(=O)c1ccco1 (centres undefined),2.5,4.6,-3.0,-3.1,-0.2,-4.7,3.6,-3.4,-0.8
COc1ccccc1C1/C(=C(/O)c2ccc(C)cc2)C(=O)C(=O)N1CCN1CCOCC1 (centres undefined),-3.2,3.0,-10.3,-3.1,0.0,3.3,0.6,-10.6,-1.6
CN1CCN(C(=S)NC(=O)c2ccc(Cl)cc2)CC1,10.2,28.3,6.3,24.1,-1.7,-3.4,7.7,-4.4,-4.8
Clc1ccc(CSc2nnc(/C=C/c3ccccc3)o2)c(Cl)c1,10.2,2.3,0.2,0.0,-0.8,-2.2,-2.6,2.7,-30.7
C=CCN(c1ccc(OC)cc1)S(=O)(=O)c1ccc(Cl)c(C(=O)OCC(=O)NC2CC2)c1,1.9,8.8,-2.4,-10.1,1.0,2.5,-2.0,-2.2,-7.9
O=[N+]([O-])/C=C/c1cn(Cc2ccc(F)cc2)c2ccccc12,8.5,-1.3,-4.4,-5.3,-0.9,-8.9,-3.5,10.8,21.6
O=C(O)C1=C(C(=O)Nc2cc(C(F)(F)F)ccc2Cl)CCCC1,10.5,19.4,-3.6,4.2,3.0,-40.0,-0.7,0.0,0.3
CCN1CCc2c(OCC(=O)N3CCc4ccccc43)cccc2C1=O,-1.4,17.6,-11.9,-8.4,5.7,2.5,-1.5,-6.6,-9.3
COCC(=O)OCC(=O)N1N=C(c2ccc(Cl)cc2)CC1c1ccco1 (centres undefined),3.7,22.4,-7.0,-3.3,-3.3,5.6,15.6,-6.3,-1.0
CCOC(=O)Cc1nn2c(=O)cc(C)nc2s1,4.6,-0.8,-6.5,1.6[fluorescence artefact?],-0.5,3.4,0.8,-6.1,-30.6
Nc1nc(-c2c[nH]c3ccccc23)cs1,0.1,-0.5,-7.9,68.6,-5.1,-1.0,8.6,-3.2,2.2
Cn1cc([N+](=O)[O-])c(C(=O)NCC(=O)O)n1,8.8,21.0,-2.0,-6.7,2.3,-0.2,2.0,-0.2,1.5
Cc1ccccc1NC(NC(=O)OCCn1c([N+](=O)[O-])cnc1C)C(Cl)(Cl)Cl (centres undefined),12.6,0.1,4.3,7.3,2.9,-4.3,1.0,5.2,-1.6
Cc1oc(C(C)(C)C)cc1C(=O)NC(Cc1ccccc1)C(=O)O (centres undefined),-0.2,17.7,-6.3,7.1,3.3,1.0,2.3,-12.2,-4.0
Cc1cccc(C)c1NC(=O)N1CCC(n2c(=O)[nH]c3ccccc32)CC1,8.0,1.3,-0.6,3.9,-2.1,0.6,-0.4,-3.2,0.7
Cc1ccccc1NC(=O)C1CC(=O)OC12CCOC(C)(C)C2 (centres undefined),5.9,20.4,-4.9,-3.6,-2.6,-1.2,1.3,-6.8,-2.1
CC(C)(C)c1ccc(NC(=O)COC(=O)c2ccc(NS(=O)(=O)c3ccc(F)c(F)c3)cc2)cc1,8.0,1.1,3.5,3.9,5.7,3.6,-2.1,-1.4,-9.5
Cc1ccc(S(=O)(=O)N2c3ccccc3OCC2C(C)(C)C)cc1 (centres undefined),4.2,0.9,-5.1,5.5,21.1*,1.4,0.0,-1.9,10.7
COc1cccc(/C=N/n2cnnc2)c1OCc1ccccc1,1.8,3.5,-4.5,-1.0[fluorescence artefact?],-2.2,2.3,-1.5,0.6,-2.2
COc1cc(OC)c(OC)cc1/C=N/NC(=O)CCc1c(C)n[nH]c1C,2.3,6.5,-16.6,2.6,2.2,0.3,1.8,-6.2,19.5
CC(C)CCNC(=O)C12CN(Cc3ccccc3)CC1C(c1ccc([N+](=O)[O-])cc1)=NO2 (centres undefined),4.9,0.7,1.0,49.5,-2.7,5.9,9.7,11.0,36.6
O=C(/C=C/c1ccco1)NC(=S)Nc1cccc(-c2nc3ccccc3o2)c1,11.6,32.7,3.9,32.6,0.3,-9.3,-0.3,-0.2,-9.7
CCc1ccc(Nc2ncccc2C#N)cc1,20.0,0.1,15.4,7.7,0.0,3.8,-0.6,-0.8,-7.5
CNc1nnc(-c2cccc(N(C)C)c2)s1,14.4,2.0,8.1,-9.2,-1.6,2.0,2.9,1.9,0.8
O=C(Nc1ccccc1)N(C1=NCCCCS1)c1cccc2ccccc12,18.5,-0.1,8.2,-5.8[fluorescence artefact?],3.3,0.5,-2.3,4.2,-15.6
COc1ccc(/C=C(\C#N)C(=O)OCC(=O)NCc2ccc(Cl)cc2)cc1,-0.3,2.9,1.7,33.9[fluorescence artefact?],-1.4,0.4,-2.2,-5.4,-16.2
CN(C)/C=C(/C(=O)c1ccccc1)n1cncn1,9.0,1.0,-0.3,-3.0,0.2,0.7,-1.2,1.8,-1.0
# Further structures:
SMILES,FXIIa inh 1536,Hck Nef HTS,FXIa inh,14-3-3 Bad inh,Wee1 stabilizer,Runt-SMMHC FRET,Runt-CBFb FRET,thrombin 1536,hK5 inh
COc1cc(/C=C2\N=C3CCCCCN3C2=O)ccc1O,25.5,4.7,10.9,-2.1[fluorescence artefact?],-2.8,-54.7,-11.9,3.8,10.5
CCOC(=O)c1c(NC(=O)Cn2nnc(-c3ccc(Cl)cc3)n2)sc(C)c1C,18.7,0.3,4.1,1.6,-2.5,1.0,-0.7,5.2,2.1
Cn1c(C(=O)Nc2ccc3c(c2)OCCO3)cc2c(=O)n(C)c3ccccc3c21,8.9,1.6,-0.3,5.6[fluorescence artefact?],-1.2,2.0,-2.9,-11.3,-6.1
Cc1ccc(NC(=O)CN2CCCCCC2)c(Br)c1,11.5,-0.5,0.7,11.7[fluorescence artefact?],7.2,0.0,-1.5,0.8,4.0
CC(C)N(C(=O)COC(=O)CNC(=O)c1ccc(Br)cc1)c1ccccc1,3.1,1.2,1.4,5.9[fluorescence artefact?],3.8,-2.0,-0.2,-14.3,1.3
CSCCC(NC(=O)c1ccco1)C(=O)O (centres undefined),-9.3,3.9,1.7,-7.0[fluorescence artefact?],-0.8,1.7,-0.4,-0.1,-12.8
CC(=O)Cn1cnc2c(sc3nc(C)cc(C)c32)c1=O,1.3,17.1,-1.0,-2.8,2.9,-1.8,0.9,-3.8,-0.8
CCS(=O)(=O)NCc1ccc2c(c1)cc(C)n2C,8.1,0.4,4.1,5.7,-2.1,-22.5,-1.6,-4.0,-19.1
COc1ccc(C(=O)Nc2ccc(S(=O)(=O)Nc3ncccn3)cc2)cc1OC,9.5,21.8,-0.8,-3.6,1.4,-0.5,0.4,-2.3,2.5
O=C(O)c1ccccc1C(=O)Nc1ccccc1[N+](=O)[O-],11.6,9.4,-5.9,5.9,3.7,-3.6,-1.2,-1.2,-3.1

# Source: PubChem (several laboratories)
